H9c2 TAG inh: inhibitors of triacylglycerol accumulation, primary screen, cell-based, uHTS, fluorescence, H9c2. H9c2 cells, Nile Red lipid (TAG) fluorescence; cells loaded with 200 µM oleic acid. inhibition, % at 12.5 µM. 230,000 compounds, 0.66% hits;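 active = pattern-corrected inhibition of lipid staining of at least 50% with the nuclear-stain viability signal not falling by more than 50%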;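 also: 0% = DMSO wells and 100% = triacsin C control wells; some results filed as inactive read as strong as hits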
H9c2 TAG inh DAPI viability: also measured in H9c2 TAG inh; calls as there; DAPI nuclei signal change (viability), lower = more cytotoxic, %;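 whole-well DAPI fluorescence read on a plate reader as a viability signal; minus 50 percent equals half of cells still viable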
* marks the source's active call; other numbers are inactive results. This is a subset. The share of hits here may be higher or lower than overall.

1: CCSc1nc2ccccc2c(=O)n1C1CCOC(C)(C)C1 (stereo not given)
2: CNC(=O)C1CN(C(=O)c2cccc(S(=O)(=O)N3CCc4ccccc43)c2)c2ccccc2O1 (stereo not given)
3: CCCc1nnc(NC(=O)CSc2nc3ccccc3[nH]2)s1
4: Cc1ccc(NC(=O)CN2C(=O)NC3(CCCC3)C2=O)nc1
5: CC1(C(=O)NCc2cccc3ccccc23)CCN1Cc1ccccc1OC(F)F (stereo not given)
6: COc1cccc(C(=O)N2N=C(c3ccccn3)CC2(O)C(F)(F)F)c1 (stereo not given)

screen / no.	1	2	3	4	5	6
H9c2 TAG inh	-9.0	-3.3	-3.4	14.1	16.8	-5.2
H9c2 TAG inh DAPI viability	10.8	1.6	9.6	1.5	-7.6	3.4

7: CCN(C(C)=O)c1nc(CSc2nnc(NC(C)C)s2)cs1
8: C[C@H]1O[C@@H](O[C@H]2[C@@H](O)C[C@H](O[C@H]3[C@@H](O)C[C@H](O[C@H]4CC[C@@]5(C)[C@H](CC[C@@H]6[C@@H]5C[C@@H](O)[C@]5(C)[C@@H](C7=CC(=O)OC7)CC[C@]65O)C4)O[C@@H]3C)O[C@@H]2C)C[C@H](O)[C@@H]1O
9: CCCCC[C@@H]1C=C(C(=O)O)[C@H](c2cccc(C)c2)N1S(=O)(=O)c1ccc(C)cc1
10: COc1cc(OC)cc(-c2cc(NC(C)=O)n[nH]2)c1
11: O=S1(=O)CCN(C(CO)c2ccccc2)CC1 (stereo not given)
12: C=CCOC(=O)C1=C(C)N=C2SCCC(=O)N2C1c1cccs1 (stereo not given)

screen / no.	7	8	9	10	11	12
H9c2 TAG inh	-9.2	12.2	5.9	-2.2	-6.0	-9.9
H9c2 TAG inh DAPI viability	-2.5	-3.8	11.6	15.5	10.7	9.3

13: S=C(NCCc1ccccc1)NC1CCCCCC1
14: Cc1ccc(S(=O)(=O)Nc2cccc(C(=O)NCC(c3ccco3)N(C)C)c2)cc1F (stereo not given)
15: CCN(CC)c1ccc(/C=N/NC(=O)c2nnn(-c3nonc3N)c2CN(C)C2CCCCC2)cc1
16: CCOc1ccc(-c2cc(C(=O)N/N=C/c3ccc(O)cc3)c3ccccc3n2)cc1
17: O=C(c1ccc(Br)o1)N1CCN=C1SCc1cccc(F)c1
18: Cc1cccc(N2CCN(C(=O)c3cc(S(=O)(=O)N4CCCC4)cn3C)CC2)c1C

screen / no.	13	14	15	16	17	18
H9c2 TAG inh	0.1	-1.0	2.1	36.1	-2.4	25.2
H9c2 TAG inh DAPI viability	-3.4	1.2	32.4	-16.3	-1.7	-31.5

Random excerpt: 4 entries already listed.
18: Cc1cccc(N2CCN(C(=O)c3cc(S(=O)(=O)N4CCCC4)cn3C)CC2)c1C
16: CCOc1ccc(-c2cc(C(=O)N/N=C/c3ccc(O)cc3)c3ccccc3n2)cc1
14: Cc1ccc(S(=O)(=O)Nc2cccc(C(=O)NCC(c3ccco3)N(C)C)c2)cc1F (stereo not given)
13: S=C(NCCc1ccccc1)NC1CCCCCC1

screen / no.	18	16	14	13
H9c2 TAG inh	25.2	36.1	-1.0	0.1
H9c2 TAG inh DAPI viability	-31.5	-16.3	1.2	-3.4

Remaining list, next part
19: COc1ccc(CN2C[C@]3(CO)O[C@@H](CO)C[C@@H]3S2(=O)=O)cc1
20: COc1cc(CC(=O)NCc2ccccn2)cc(OC)c1OC
21: CN(Cc1ccccc1)C(=O)CNC(=O)Cn1cnc2ccccc2c1=O
22: Cc1ccc(Cn2c(C(C)Nc3nc(-c4ccc(F)cc4)cs3)nc3cc(Cl)c(Cl)cc32)cc1 (stereo not given)
23: COc1ccc2nc(NC(=O)c3cccs3)sc2c1
24: CCOC(=O)C1CCN(C(=O)c2ccc(Cl)c(Cl)c2)CC1

screen / no.	19	20	21	22	23	24
H9c2 TAG inh	-7.7	5.9	-16.2	9.5	-1.4	2.0
H9c2 TAG inh DAPI viability	3.5	-11.3	-5.3	-6.8	-5.3	-3.1

25: CCN(CC)CCNC(=O)/C(=C/c1cn(CC)c2ccccc12)NC(=O)c1cc(OC)c(OC)c(OC)c1
26: C=CCN1C(=O)/C(=C\c2cccs2)C(C(=O)OC)=C1C
27: Cc1ccc(C)c(C(=O)COC(=O)C2CCN(c3ccc(C(F)(F)F)cn3)CC2)c1
28: COc1ccc(Cc2nnc(SCC(=O)N3CCCC(C)C3)o2)cc1 (stereo not given)
29: COC(=O)C(Cc1c[nH]c2ccccc12)N1CCS(=O)(=O)CC1 (stereo not given)
30: O=C(c1cc(COc2c(F)cccc2F)on1)N1CCSCC1

screen / no.	25	26	27	28	29	30
H9c2 TAG inh	10.2	-12.2	1.6	-20.9	-15.0	-7.3
H9c2 TAG inh DAPI viability	-9.9	2.2	-1.3	5.5	25.7	7.4

31: O=C1NC2(CCCC2)C(=O)N1CC(=O)N(Cc1ccccc1)c1ccccc1
32: Cc1ccc(SCc2c(C(=O)N/N=C/c3ccc(C)o3)nnn2-c2nonc2N)cc1
33: Cc1ccc(/C=N/N2CCCCC2)o1
34: Clc1ccccc1-c1nnc2n1-c1ccccc1SC2
35: CC1(C)CC(NC(=O)C2CCN(S(=O)(=O)c3cccc(C(F)(F)F)c3)CC2)CC(C)(C)N1
36: COCCN1Cc2cccc(C(=O)Nc3ccc(S(=O)(=O)N4CCCCC4)cc3)c2C1=O

screen / no.	31	32	33	34	35	36
H9c2 TAG inh	-3.5	2.4	-7.2	9.0	24.7	-1.2
H9c2 TAG inh DAPI viability	-0.8	-4.5	5.1	1.3	-13.9	-5.7

37: O=C(COC(=O)C1CC1)Nc1ccc(Cl)cn1
38: O=C(NCCCO)c1cc2ccccc2[nH]1
39: O=C(COc1ccc(Br)cc1)Nc1ccccc1C(=O)N1CCOCC1
40: CNc1ncnc2c1ncn2[C@H]1CN(CCN2CCOCC2)C[C@@H](CO)O1
41: C#CCN1C(=O)S/C(=C\c2ccc(-c3ccc(Cl)c(C(=O)O)c3)o2)C1=O
42: OC(CN1C2=NCCCN2c2ccccc21)c1ccc(Cl)cc1 (stereo not given)

screen / no.	37	38	39	40	41	42
H9c2 TAG inh	11.5	11.2	4.0	-7.7	13.1	3.9
H9c2 TAG inh DAPI viability	3.8	5.3	-3.7	11.2	-3.9	1.0

43: Cc1ccc(NC(=O)N2CCN(S(=O)(=O)c3ccccc3)CC2)cc1
44: CCN1CCN(c2cc(C)c3cc(NC(=S)N4CCCC(C)C4)ccc3n2)CC1 (stereo not given)
45: Cc1nc(C)c(-c2csc(NCCc3ccccc3)n2)s1
46: O=C1CC(N2CCN(Cc3ccc(Cl)cc3)CC2)C(=O)N1CCc1ccccc1 (stereo not given)
47: O=C(CN1CCCCC1)NN(Cc1ccccc1)c1ccccc1
48: Cc1nnc(SCC(=O)NC(=O)NC(C)C)s1

screen / no.	43	44	45	46	47	48
H9c2 TAG inh	9.3	11.4	-197.7	-5.1	-9.5	0.8
H9c2 TAG inh DAPI viability	-4.1	25.8	2.5	12.4	3.2	-11.4

49: COc1ccc(C2CC(c3c(-c4ccccc4)c4cc(Cl)ccc4[nH]c3=O)=NN2S(C)(=O)=O)cc1OC (stereo not given)
50: CC(=O)Nc1ccc(NC(=O)COC(=O)c2cc([N+](=O)[O-])ccc2N2CCOCC2)cc1
51: C=CCC[C@@H](Cc1ccc(F)cc1)C(=O)OC[C@@H](Cc1ccccc1)NC(=O)[C@@H](CC=C)CC(=O)N[C@@H](CO)Cc1ccccc1
52: Cc1ccc(NC(=O)C(=O)NCCc2c[nH]c3ccccc23)c(C)c1
53: Cc1ccccc1Nc1nnc(SCC(=O)c2c(N)n(C)c(=O)n(C)c2=O)s1
54: Nn1c(SCC(=O)N2CCCC2=O)nnc1-c1cccs1

screen / no.	49	50	51	52	53	54
H9c2 TAG inh	22.4	11.5	17.8	-1.8	2.0	15.0
H9c2 TAG inh DAPI viability	6.5	-0.2	7.6	-1.6	7.4	1.0

55: O=C(c1ccc(=O)[nH]c1)N1CCN(S(=O)(=O)c2ccc3ccccc3c2)CC1
56: COC(=O)c1cn(NC(=O)Cc2ccccc2Br)c(=O)c2ccccc12
57: COc1ccc(S(=O)(=O)n2nc(-c3cc(OC)c(OC)c(OC)c3)cc2N)cc1OC
58: CC1(C)CC(=O)C=C(NCCN2CCN(C(=O)Nc3ccccc3)CC2)C1
59: CCc1nc2ccc(C(=O)NCCN3CCNC3=O)cn2c1N(CC)Cc1cccc(Br)c1
60: c1ccc2c(-c3cnc4cccnn34)cncc2c1

screen / no.	55	56	57	58	59	60
H9c2 TAG inh	-1.7	3.0	6.1	15.2	-2.3	-2.5
H9c2 TAG inh DAPI viability	2.5	-5.3	-4.3	-36.6	5.3	-4.5

61: COCCNC(=O)C(OC(=O)c1cc2oc(C)cc2n1C)C(C)C (stereo not given)
62: O=C(Cc1ncon1)Nc1ccc(F)c(F)c1F
63: CN(Cc1cnn(-c2ccccc2)c1)C(=O)c1cccc(S(=O)(=O)N(C)c2ccccc2)c1
64: O=C(NCC1CCCO1)c1ccc(Cl)c(NS(=O)(=O)c2ccc(F)cc2)c1 (stereo not given)
65: O=C(CNC(=O)c1cnccn1)Nc1ccc(F)c(F)c1F
66: Cc1cc(=S)n(-c2ccccc2)n1C

screen / no.	61	62	63	64	65	66
H9c2 TAG inh	2.0	7.9	-5.5	0.9	0.8	-14.7
H9c2 TAG inh DAPI viability	1.5	-3.2	4.8	-4.9	-3.6	7.2

67: CC(C)N1CCN(Cc2ccc(Oc3ncccn3)cc2)CC1CCO (stereo not given)
68: CN1CCN(c2ccc(NC(=O)COc3ccccc3)cc2Cl)CC1
69: Cc1nc2sc(C(c3ccccc3)N3CC(C)OC(C)C3)c(O)n2n1 (stereo not given)
70: Cc1cc(C)n2nc(C(=O)N/N=C/c3cccc(Cl)c3)nc2n1
71: Cc1ccc(S(=O)(=O)N2CCN(C(=O)CCC(=O)NC3CCCc4ccccc43)CC2)cc1 (stereo not given)
72: CCCCN1C(=N)N([C@@H](C)CN2CCC[C@H]2CN2C(N)=NC[C@H]2C(C)C)C[C@H]1[C@H](C)CC

screen / no.	67	68	69	70	71	72
H9c2 TAG inh	2.9	35.1	10.8	1.0	2.2	-8.7
H9c2 TAG inh DAPI viability	-3.6	-26.5	-8.8	-3.0	8.0	17.7

73: CN(C)S(=O)(=O)c1ccc(NC(=O)N2CCN(c3ccccc3)CC2)cc1
74: O=C(NC(=S)/C(=C1\CCCCCN1)[N+](=O)[O-])c1ccccc1
75: CCOC(=O)CSc1nnc(Cn2c(=O)sc3ccccc32)n1C
76: CCOC(=O)c1c(C)nc2c(c1-c1ccccc1)C(=O)CCC2
77: COc1cc2c(cc1OC)C(c1ccc(Br)cc1)N(C(=O)c1ccccc1C(=O)O)CC2 (stereo not given)
78: CSc1nsc(SCC(=O)Nc2ccccn2)n1

screen / no.	73	74	75	76	77	78
H9c2 TAG inh	-11.4	-4.6	3.4	6.7	2.3	-5.0
H9c2 TAG inh DAPI viability	9.5	-0.6	-3.6	2.9	-5.7	-4.3

A second format for some results above:
nr	Structure	H9c2 TAG inh	H9c2 TAG inh DAPI viability
61	COCCNC(=O)C(OC(=O)c1cc2oc(C)cc2n1C)C(C)C (stereo not given)	2.0	1.5
62	O=C(Cc1ncon1)Nc1ccc(F)c(F)c1F	7.9	-3.2
63	CN(Cc1cnn(-c2ccccc2)c1)C(=O)c1cccc(S(=O)(=O)N(C)c2ccccc2)c1	-5.5	4.8

Further structures follow:
79: CNC(=O)c1ccc(NC(=O)CCNC(=O)Nc2ccccc2)cc1
80: Cc1c(C(=O)Nc2ccc(S(=O)(=O)N(C)C3CCN(C)CC3)cc2)oc2ccccc12
81: CN(NC(=O)c1ccco1)c1nc2ccccc2nc1C(F)(F)F
82: COc1ccc2c(COC(=O)c3n[nH]c4ccccc34)cc(=O)oc2c1
83: COc1ccc(-c2ccc3c(c2)O[C@@H](CN(C)C(=O)c2ccccc2F)[C@@H](C)CN([C@@H](C)CO)S3(=O)=O)cc1
84: Nc1c(Br)cc(Br)c2c1[nH]c(=O)c1ccccc12

screen / no.	79	80	81	82	83	84
H9c2 TAG inh	9.1	39.1	4.2	30.0	-9.8	-8.9
H9c2 TAG inh DAPI viability	-4.1	-10.2	-12.1	4.7	2.0	-4.0

85: CC(NC(=O)COC(=O)c1cc(Cl)ccc1O)C1CC2CCC1C2 (stereo not given)
86: CCOC(=O)CSc1nnc(CNC(=O)c2cccc(C)c2)n1-c1ccccc1OC
87: CC[n+]1c(C)n(-c2ccccc2)c2ccc(C(=O)OC)cc21
88: COc1ccc(Nc2nc3cc(-c4sccc4C)sc3c(=O)n2C)cc1OC
89: CCc1ccc(-c2ccc(C(=O)C(F)(F)F)[nH]2)cc1
90: Cc1cc(-c2ccn[nH]2)c(C)s1

screen / no.	85	86	87	88	89	90
H9c2 TAG inh	9.8	-12.0	-12.1	57.3*	4.9	0.5
H9c2 TAG inh DAPI viability	2.1	-0.8	10.3	-32.8*	-16.1	-2.9

91: COc1ccc(CCNC(=O)CCNS(=O)(=O)c2cccc(Cl)c2)cc1OC
92: CC(=O)NS(=O)(=O)c1ccc(NC(=S)NC(=O)C2CCC2)cc1
93: CCOc1cc(-c2nnc(NC(=O)c3ccco3)o2)cc(OCC)c1OCC
94: COc1cccc(NC(=O)Cn2c(=O)n(CC3CCCO3)c(=O)c3ccccc32)c1 (stereo not given)
95: CCOC(=O)C1(Cc2ccccc2C)CCCN(C(=O)CCn2nccc2C)C1 (stereo not given)
96: OCc1ccccc1OCCCN1CCC(Cc2ccccc2)CC1

screen / no.	91	92	93	94	95	96
H9c2 TAG inh	5.5	7.4	-15.7	-23.9	-12.9	6.3
H9c2 TAG inh DAPI viability	-4.1	-9.7	4.4	12.3	-2.5	8.7

High-throughput results as filed in PubChem BioAssay.
